OPRM1-OPRD1 ag: agonists of OPRM1-OPRD1 heterodimerization, primary screen, cell-based, luminescence; Mu-type opioid receptor (Homo sapiens) + Delta-type opioid receptor (Homo sapiens), …; cells; activation, % at 9.3 µM; 340,000 compounds, 0.3% hits; AID 504326, 2011; in the data active = activation above about 18%;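 note: 0% = vehicle-treated cells and 100% = reference agonist; values of inactives mirror those of a sister screen read the other way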
HTR5A inv ctr: HTR5A inverse agonists in luminescence cell assay, primary screen, counter-screen for OPRM1-OPRD1 heterodimer inverse agonist project, full-deck HTS | inhibition, % at 9.3 µM | HTR5A cell line, inverse agonism | 340,000 compounds, 0.083% hits | 5-hydroxytryptamine receptor 5A (Homo sapiens), P47898 | AID 504634, 2011; in the data active = inhibition mostly above about 23%, no sharp cut-off; inactive = mostly below about 18%;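 note: 0% = cells with DMSO and 100% = no-cell wells with DMSO; some compounds called inactive have numbers as strong as hits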
Target sequence (P47898 whole entry, looked up): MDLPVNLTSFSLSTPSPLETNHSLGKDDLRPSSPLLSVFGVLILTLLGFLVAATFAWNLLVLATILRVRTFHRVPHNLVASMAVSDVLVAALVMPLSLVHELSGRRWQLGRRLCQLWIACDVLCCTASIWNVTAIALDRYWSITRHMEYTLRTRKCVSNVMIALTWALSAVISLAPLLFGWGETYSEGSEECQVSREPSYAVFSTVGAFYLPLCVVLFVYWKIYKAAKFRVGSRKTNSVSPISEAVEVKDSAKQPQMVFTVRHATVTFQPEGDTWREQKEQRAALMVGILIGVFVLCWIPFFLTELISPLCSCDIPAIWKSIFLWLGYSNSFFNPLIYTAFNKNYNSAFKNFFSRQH
C-LANA FP: inhibitors of KSHV C-LANA binding to DNA, primary screen, biochemical, fluorescence polarization, FAM-LBS DNA, MBP-C-LANA, single point; Kaposi's sarcoma herpesvirus LANA C-terminal domain (residues 932-1162) DNA binding; inhibition, % at 9 µM; 340,000 compounds, 0.078% hits;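 active = highest replicate inhibition at or above 60% at 9 µM, even if other replicates fall short; inactive = all replicates below 60% inhibition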;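 note: 0% = neutral control wells and 100% = 4 µM acridine orange control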
MOR-DOR inv ag: inverse agonists of MOR-DOR heterodimerization, primary screen, cell-based, luminescence; inhibition, % at 9.3 µM; cell-based MOR-DOR heterodimer luminescence, inverse agonism; Mu-type opioid receptor (Homo sapiens) + Delta-type opioid receptor (Homo sapiens), …; 340,000 compounds, 0.21% hits; in the data active = inhibition above about 22%, passing the limit was not always enough;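 note: 0% = cells with DMSO and 100% = wells without cells with DMSO; values of inactives mirror those of a sister screen read the other way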
Cardiac RTF inh: cardiac RTF calcium sensitivity inhibitors, primary screen, biochemical, IANBD-TnC fluorescence, EC70 calcium; Troponin I, cardiac muscle (Homo sapiens) + Troponin T, cardiac muscle (Homo sapiens) + …; IANBD-labeled cardiac RTF, Ca2+ fluorescence; inhibition, % at 7.15 µM; 340,000 compounds, 0.12% hits; AID 493244, 2011;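 active = inhibition above the mean inhibition of all tested compounds plus 3 SD, cut at about 17% in these data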;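 note: assay run at fixed EC70 calcium of 1.6 mM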
V-ATPase pH: regulators of yeast V-ATPase proton pumping, primary screen, pHLuorin cytosolic pH fluorescence; response, % at 10 µM; S. cerevisiae; 350,000 compounds, 0.37% hits; in the data active = response mostly above about 7.3%, no sharp cut-off; inactive = mostly below about 5.4%; note: actives read high; inactives centre near 0; some compounds called inactive have numbers as strong as hits; reference of the scale not given here
HTR5A ag ctr: HTR5A agonists in luminescence cell assay, primary screen, counter-screen for OPRM1-OPRD1 heterodimer agonist project, full-deck HTS. 340,000 compounds, 0.61% hits. activation, % at 9.3 µM. cell-based. 5-hydroxytryptamine receptor 5A (Homo sapiens), P47898; in the data active = activation mostly above about 9.5%, no sharp cut-off; inactive = mostly below about 7.6%;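 note: 0% = cells with vehicle only and 100% = reference agonist; strong numbers were not always called active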
Keap1 Nrf2 FP: Keap1-Nrf2 protein-protein interaction inhibitors, primary screen, biochemical, fluorescence polarization, single point | Keap1 Kelch-Nrf2 peptide fluorescence polarization, 1536-well | inhibition, % at 9.4 µM | Kelch-like ECH-associated protein 1 (Homo sapiens), Q14145 | 340,000 compounds, 0.15% hits; in the data active = inhibition above about 12%;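 note: human Keap1 Kelch domain with fluorescein labeled Nrf2 9mer peptide probe; 0% = neutral control wells and 100% = peptide positive control; higher means more block of Keap1 binding to Nrf2 peptide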
Target sequence (Q14145 whole entry, looked up, the tested form may be a part): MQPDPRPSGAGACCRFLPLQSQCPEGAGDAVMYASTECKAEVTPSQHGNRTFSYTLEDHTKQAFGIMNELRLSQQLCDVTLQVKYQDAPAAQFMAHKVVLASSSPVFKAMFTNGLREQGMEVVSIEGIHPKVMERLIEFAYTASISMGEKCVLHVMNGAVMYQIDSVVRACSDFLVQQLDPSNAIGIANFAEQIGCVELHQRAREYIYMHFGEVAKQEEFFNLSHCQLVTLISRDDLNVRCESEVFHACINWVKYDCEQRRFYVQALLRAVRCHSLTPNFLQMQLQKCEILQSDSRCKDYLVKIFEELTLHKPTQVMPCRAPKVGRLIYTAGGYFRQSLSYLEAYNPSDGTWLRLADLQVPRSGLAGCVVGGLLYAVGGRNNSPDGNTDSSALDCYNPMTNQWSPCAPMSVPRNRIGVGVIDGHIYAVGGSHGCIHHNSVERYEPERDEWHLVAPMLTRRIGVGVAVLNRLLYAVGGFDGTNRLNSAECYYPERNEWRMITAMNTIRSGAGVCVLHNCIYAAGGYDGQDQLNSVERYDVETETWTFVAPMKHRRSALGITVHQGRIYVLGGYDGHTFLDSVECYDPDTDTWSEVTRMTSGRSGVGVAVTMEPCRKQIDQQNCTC
cardiac RTF act: cardiac RTF calcium sensitivity activators, primary screen, biochemical, IANBD-TnC fluorescence, EC20 calcium | 340,000 compounds, 0.24% hits | IANBD-labeled TnC RTF fluorescence at EC20 calcium; 0% EC20 calcium, 100% full calcium | activation, % at 7.2 µM;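 active = activation above the mean over all tested compounds plus 3 SD, cut at about 30% in these data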;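 note: rise in fluorescence read as greater calcium sensitivity of cardiac thin filaments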
CAL-PDZ inh HTS: untagged CAL PDZ binding inhibitors, primary screen, biochemical, fluorescence polarization, HTS; AID 602252, 2012; Golgi-associated PDZ and coiled-coil motif-containing protein (Homo sapiens), Q9HD26; 300,000 compounds, 0.92% hits; purified CAL PDZ, TMR-peptide fluorescence polarization, 1 h; inhibition, % at 24.9 µM;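 active = mean inhibition of at least 30% with at least half of replicates also reaching 30%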;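 note: 0% = DMSO neutral control and 100% = excess unlabeled competitor peptide PRC23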
The depositor's hits bear a star; x = not tested or not shown.

No.	compound	OPRM1-OPRD1 ag	HTR5A inv ctr	C-LANA FP	MOR-DOR inv ag	Cardiac RTF inh	V-ATPase pH	HTR5A ag ctr	Keap1 Nrf2 FP	cardiac RTF act	CAL-PDZ inh HTS
1	CC(C)NC(=O)c1ccc(CS(=O)(=O)c2ccc(Br)cc2)o1	-2.4	0	1.7	12	-14	-1	0	-3	-3	2
2	O=C(CNC(=O)C1CCCCC1)Nc1cc(Cl)cc(Cl)c1	2.5	1	0.1	-14	-5	-5	0	3	-6	x
3	COc1ccccc1NC(=O)C(C)OC(=O)CN1C(=O)C2CC=CCC2C1=O (configuration not stated)	-0.1	16	0.5	0	-12	1	-6	-4	0	-4
4	C=CCc1cccc(/C=N/NC(=O)CNc2cccc3ccccc23)c1O	7.0	-5	3.1	-34	-13	2	2	-4	2	2
5	COc1ccc(/C=C(/NC(=O)c2ccc([N+](=O)[O-])cc2)C(=O)NCCCN(C)C)cc1	-3.7	-9	1.1	17	-10	2	3	-2	0	-1
6	O=C(O)C1CCCCC1C(=O)Nc1ccccn1 (configuration not stated)	0.2	11	-0.6	-1	-3	-1	-3	1	4	x
7	O=C(N=C1SC2CS(=O)(=O)CC2N1c1ccc(F)cc1F)C1CC1 (configuration not stated)	-1.4	9	0.5	7	8	0	-2	1	-3	2
8	COCCN1Cc2cccc(C(=O)NCc3cccs3)c2C1=O	1.3	1	1.5	-10	3	-4	0	-5	1	-3
9	CCOc1cc(S(=O)(=O)Nc2ncn[nH]2)ccc1Br	0.3	0	-1.8	-1	7	-1	-1	-8	0	1
10	O=S(=O)(Nc1ccc(-n2cccc2)cc1)c1ccc(Cl)cc1Cl	9.4	-14	-1.1	-59	9	3	5	-7	-3	-2
11	Cc1ccc(C(=O)N(CN2CCCC2=O)c2ccccc2)cc1C	-3.7	0	1.0	18	-5	7	0	-2	2	x
12	O=C(COc1cccc(Br)c1)Nc1ccc(Cl)c(S(=O)(=O)N2CCOCC2)c1	1.4	-36	0.1	-7	1	2	9.3*	-4	1	x
13	CC1CC(C)(C)CC2(C1)NC(=O)N(CC(=O)OCc1ccc(Br)cc1)C2=O (configuration not stated)	13	17	-1.6	-49	-1	-4	0	-2	0	-1
14	CCOP(=O)(OCC)C(NC(=O)Nc1ccccc1)C(N)=O (configuration not stated)	1.1	-3	0.4	-6	3	-3	3	1	4	-3
15	COc1cccc(-n2c(SCC(=O)NCc3cccs3)nc3ccccc3c2=O)c1	-0.5	18	4.3	2	3	0	-1	-1	-1	0
16	COc1ccc(S(=O)(=O)N2CCCCC2)cc1NC(=O)CCCOc1ccccc1	-3.0	-1	-1.1	16	-6	5	0	-1	0	x
17	CCCCn1c(N)c(N(CCOC)C(=O)c2cc3c(s2)CCC(C)C3)c(=O)[nH]c1=O (configuration not stated)	-0.8	-6	-2.5	4	-4	3	6	-3	-11	-3
18	O=C(NNCc1ccc(O)cc1)c1ccccc1Cl	-0.2	8	-0.7	1	-6	1	-1	0	-1	0
19	Cc1nc(-c2ccc(S(=O)(=O)N3CCN(C(c4ccccc4)c4ccccc4)CC3)s2)cs1	-2.0	-16	0.0	10	1	-1	-3	0	3	1
20	Cc1cc(C)nc(NC(=O)c2cccs2)c1	-1.7	12	0.3	8	0	-1	-4	-1	-9	-12
21	Cc1cc(NC(=O)c2cc(C)on2)n(-c2ccccc2)n1	-4.4	8	-0.6	21	7	-4	0	0	-3	-1
22	COc1ccc(NC(=O)COC(=O)Cn2cnc3ccccc32)cc1	-2.7	-2	0.0	10	-8	1	1	2	1	-5
23	Cc1ccc(S(=O)(=O)N/N=C/c2cc(Br)ccc2O)cc1	-1.0	6	-0.9	5	-4	-7	0	0	3	4
24	CC(C)c1nccn1CCC(=O)O	0.6	-10	0.7	-4	0	-3	4	-5	3	-4
25	Cn1nnnc1SCC(=O)Nc1ccc(Br)cc1Br	-2.3	-21	-4.1	9	-6	-1	8	-3	-3	2
26	Cc1cc(NN)nc(Cc2ccccc2)n1	6.3	-16	-3.0	-35	-2	2	4	-1	-6	-1
27	CCOC(=O)CC(=O)CSCC(=O)Nc1ccc(C)cc1	-1.1	9	0.7	6	-7	-1	1	-1	-2	-2
28	CCNC(=O)N1CCCC(C(=O)c2ccc(OC)c(OC)c2)C1 (configuration not stated)	0.2	-2	0.0	-1	-6	0	-6	0	3	1
29	Cc1ccc(NC(=O)CCC(=O)NNC(=O)COc2ccccc2)c(C)c1	-2.6	21	1.2	14	0	5	0	-1	-4	-3
30	Cc1nc2c(c(C)nn2-c2ccccc2)c(C)c1C	1.8	1	-0.1	-9	-11	0	4	-3	-3	46*
31	Cc1ccc(CNC(=O)CSc2nc(=O)n3cccc(C)c3n2)cc1	-5.2	8	1.5	25	3	2	6	-3	-3	-20
32	Cc1ccc(NC(=O)CNC(=O)c2ccc(Br)o2)nc1	-1.0	13	-0.5	6	-1	0	-5	0	4	0
33	NC(=O)c1ccccc1OCC(=O)c1ccc(Cl)cc1	-0.9	-8	-2.0	4	7	-3	3	-2	-4	0
34	CCOC(=O)C1CCN(c2nc(C)cc(C)c2C#N)CC1	0.0	3	0.2	0	8	2	-1	4	-3	-5
35	CCCn1c(NCc2cccc(OC)c2O)nc2ccccc21	0.1	-28	0.5	-1	0	-7	11	-4	-3	2
36	CCOC(=O)C1=C(COC(=O)CSc2ccc(Br)cc2)NC(=O)NC1C (configuration not stated)	1.3	-1	0.1	-9	-19	4	-2	-3	1	-2
37	COc1ccc(NC(=O)[C@@H]2CCCN2S(=O)(=O)c2cccc3cccnc23)cc1	-1.5	1	0.4	8	-4	-4	0	-4	1	-3
38	CCNc1nc(NCC)n2c(SCC(=O)Nc3ccc(C)c(C)c3)nnc2n1	-1.4	3	4.0	9	4	-1	-1	2	1	-28
39	CCc1c(C(=O)N/N=C/c2cccs2)nnn1-c1nonc1N	-1.5	0	-0.2	8	14	4	0	-1	0	-3
40	COC(=O)C(CC(C)C)NC(=O)CSc1nc(-c2ccccc2)c(C#N)c(=O)[nH]1 (configuration not stated)	-1.7	-5	0.6	9	-5	-4	-1	2	7	-1
41	Nn1c(COc2ccccc2)nc2ccccc2c1=O	-1.0	-33	0.0	6	-6	3	13	-3	-2	-20
42	Cc1c(S(=O)(=O)N2CCCC2)c(=O)n(C)c(=O)n1C	-1.7	-13	3.7	9	-6	1	0	-4	-9	-3
43	c1cncc(CNc2ncnc3sc4c(c23)CCCC4)c1	-2.5	-1	-0.9	13	4	5	0	-2	0	-7
44	C[C@@H]1CC[C@@]2(O[C@H](CCO)C[C@H](O)[C@H]2O)O1	-2.2	5	-0.3	13	0	3	-3	-1	5	-1
45	COc1ccc(CNC(=O)C(OC(=O)c2ccco2)c2ccccc2F)cc1 (configuration not stated)	-1.8	7	-0.1	10	-14	0	-3	-3	-1	x
46	COc1cccc(N2C(=O)CN(Cc3ccc(OC)c(OC)c3)C2=S)c1	-4.4	12	1.0	20	2	0	-3	2	-5	23
47	Cc1ccc(-c2cc(N)n[nH]2)cc1	-0.8	3	-1.0	4	7	2	3	-3	4	0
48	CCOC(=O)[C@@H]1[C@H]2COc3cc(OC)ccc3[C@@H]2N2C(=O)N(c3cccc(C)c3)C(=O)[C@@]12C	-1.9	-6	1.2	11	12	-3	4	-6	4	-2
49	COc1ccc(-c2onc(C)c2-c2cnn(-c3ccccc3)c2)c(O)c1C	-1.4	-8	0.3	8	3	-1	3	-2	10	2
50	Cc1ccc(S[C@@H](CCN2CC[C@H](NC(=O)OCc3ccccc3)CCC2=O)c2ccccc2)cc1	1.9	-15	-1.8	-11	-6	-3	5	-5	-3	0
51	Cc1onc(-c2ccc3c(c2)OCO3)c1-c1ccc2[nH]ccc2c1	-0.9	13	-1.8	4	5	1	-1	-4	8	0
52	C=CCn1c(SC(C)C(=O)NCc2ccc3c(c2)OCO3)nc2scc(-c3ccccc3)c2c1=O (configuration not stated)	-2.5	8	0.5	13	-1	1	-1	-2	-1	-2
53	Cc1cc(=O)[nH]c(SCC(=O)Nc2ccc(C)c(S(=O)(=O)N3CCCCC3)c2)n1	-1.1	-8	-0.2	6	0	-1	3	-2	-3	-5
54	Nc1ccccc1N=Nc1ccccc1N	1.5	10	3.3	-8	-19	5	8	-1	-4	-2
55	CC1(c2ccccc2)NC(=O)N(CC(=O)N2CCN(S(=O)(=O)c3cccc(C(F)(F)F)c3)CC2)C1=O (configuration not stated)	-3.5	-7	1.3	14	1	3	3	0	1	-9
56	CC(C)c1nnc(SCC(=O)N2CCc3ccccc32)n1C	-1.8	-7	0.0	11	6	-2	7	2	3	-4
57	O=C(COc1cccc2c1CCN(Cc1ccccc1)C2=O)N1CCCCC1	0.5	2	-0.4	-2	7	-3	-1	8	5	4

This is a random part of the collection; about 2.8% have a hit in one of these screens.
